Giardia FBPA inh: inhibitors of Giardia lamblia fructose-1,6-bisphosphate aldolase; AID 2451; 290,000 tested, 0.71% active; A8B2U2; purified Giardia FBPA; Potency, µM (doses to about 59.6 µM), without a hit: at the top dose activity, negative = inhibition, hits mostly inhibitors; further: potency means the concentration at half of the fitted maximal effect; on the % scale 0 is the no-effect control and ±100 the full control effect; nearly all actives have a fitted effect of over 55% in size
Target sequence (A8B2U2 whole entry, looked up): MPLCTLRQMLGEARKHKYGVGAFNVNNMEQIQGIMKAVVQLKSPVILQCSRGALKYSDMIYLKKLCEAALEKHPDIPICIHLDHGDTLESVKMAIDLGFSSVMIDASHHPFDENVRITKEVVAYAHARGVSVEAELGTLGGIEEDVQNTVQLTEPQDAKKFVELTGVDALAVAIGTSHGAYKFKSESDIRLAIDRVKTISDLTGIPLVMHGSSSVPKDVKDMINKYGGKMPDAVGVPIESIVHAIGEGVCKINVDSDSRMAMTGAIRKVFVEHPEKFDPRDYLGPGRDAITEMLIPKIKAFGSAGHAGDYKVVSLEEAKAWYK
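Giardia FBPA (40 nM reagent) was preincubated 10 min at RT with compound (up to 57.5 uM final), then substrate plus GAPDH/TPI/NAD/arsenate coupling system with diaphorase/resazurin was added; resorufin fluorescence (525/598 nm) was read after 20 min.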
Cycloheximide cs: counter-screen hit for Shiga toxin inhibitors, cycloheximide; cell reporter, cycloheximide protein synthesis inhibition counterscreen; max response, %; 300,000 tested, 12% active; AID 2314; in the data active means max response mostly above about 13%, no sharp cut-off; inactive means mostly below about 14%; further: read at 38.3 µM for the half of the compounds with a filed dose; 0% is about no effect
Pf growth 48h: inhibits P. falciparum growth in the first generation, 48 h | P. falciparum luciferase growth in erythrocytes, 48 h | Potency, µM (highest dose often 28.7 µM), for inactives: top-dose activity change, negative = inhibition, most hits filed as inhibitors | 310,000 tested, 5.9% active; further: potency means the concentration at half of the fitted maximal effect; on the % scale 0 is the no-effect control and ±100 the full control effect
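Read-out is firefly luciferase luminescence from an integrated reporter in P. falciparum, so falling signal marks reduced parasite growth. Infected erythrocytes were at 2% hematocrit and 0.1% parasitemia (final) in Albumax-supplemented RPMI 1640.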
Sm TGR inh: blocks Schistosoma mansoni thioredoxin glutathione reductase; 360,000 tested, 3% active; Potency, µM (doses to about 114 µM), inactives show at the top dose activity change, negative = inhibition, most hits filed as inhibitors; Q962Y6; purified TGR, DTNB reduction, TNB absorbance 405 nm; further: potency means the concentration at half of the fitted maximal effect; on the % scale 0 is the no-effect control and ±100 the full control effect; nearly all actives have a fitted effect of over 60% in size
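Kinetic colorimetric format: TGR-catalysed, NADPH-driven DTNB reduction monitored via TNB absorbance. Enzyme dispensed at 20 nM; compound exposure 15 min at room temperature before reaction start.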
Shiga toxin inh: inhibitors of Shiga toxin in Vero cells; Vero cells, Shiga toxin protein synthesis inhibition reporter; inhibition, % at 38.7 µM; 290,000 tested, 9.2% active; in the data active means inhibition mostly above about 28%, no sharp cut-off; inactive means mostly below about 43%; further: 0% is about no effect
Pf growth 96h: P. falciparum growth inhibition at 96 hours | P. falciparum luciferase reporter growth, 96 h | Potency, µM (top dose mostly 28.7 µM), for the others: at the top dose activity change, negative = inhibition, actives largely listed as inhibitors | 320,000 tested, 6.9% active; further: potency means the concentration at half of the fitted maximal effect; on the % scale 0 is the no-effect control and ±100 the full control effect
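Two-generation exposure (96 h) targets delayed-death phenotype. Reporter parasites carrying integrated firefly luciferase, in red cells at 2% hematocrit and 0.05% parasitemia final, kept at 37 C, 5% CO2; luminescence loss indicates inhibition.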
* = called active by the depositor; ? = inconclusive; / = no result given; & = joins results of further samples; [ ] = dose if it differs, or a comment. Unless noted, the call rests on the fitted dose curve; in most records, active means well fitted curve in the direction sought with a large enough effect; inconclusive means small, poorly fitted or top-dose-only effect, or another doubt; inactive means no such curve, though single readings can be large; an effect the other way counts as inactive or inconclusive.

1) CCOc1cc(-c2ccccc2)nc(N)n1
2) COc1cc(-c2ncc3ccccn23)cc(OC)c1OC
3) Cc1cc(C(=O)COC(=O)c2csc3c2CCCC3)c(C)n1C
4) CCSC1=NCCN1S(=O)(=O)c1ccc(NC(C)=O)cc1
5) CCOC(=O)CSc1ncnc2c1cnn2-c1ccccc1
6) CC(C)CNC(=O)C(=O)NCCC1CCCCN1S(=O)(=O)c1cccs1 (stereo unspecified)

assay / compound,1,2,3,4,5,6
Giardia FBPA inh,6%,?,3%,7%,0%,/
Cycloheximide cs,49*,-1,12,-3,-3,/
Pf growth 48h,130%[activator],/,28%,-21%,12%,-12%
Sm TGR inh,7%,-2%,-27%,-2%,2%,0%
Shiga toxin inh,106*,-10,8,37,31,/
Pf growth 96h,-8%,?,6%,5%,14%,-6%

7) Cc1cc(Cl)ccc1OCC(=O)O
8) CCC(CC)C(=O)Nc1cccc(/C(C)=N/NC(=O)c2ccccc2Cl)c1
9) CC1CCN(CC(=O)Nc2sc3c(c2C#N)CCC3)CC1
10) CN1C(=O)/C(=C2\SC(=S)N(NC(=O)c3cccnc3)C2=O)c2ccccc21
11) Cc1ccc(NC(=O)c2oc3ccccc3c2NC(=O)C2CCCO2)cc1C (stereo unspecified)
12) Cc1ccc(S(=O)(=O)N2CCOCC2)cc1C(=O)NC(=S)N1CC(C)OC(C)C1 (stereo unspecified)

assay / compound,7,8,9,10,11,12
Giardia FBPA inh,12%,-3%,0%,7.1µM*,-9%,?
Cycloheximide cs,15,16*,-4,-2,42*,1
Pf growth 48h,5%,/,25%,9%,?,-11%
Sm TGR inh,6%,4%,-17%,-32%,0%,-11%
Shiga toxin inh,7,30,-11,-2,100*,5
Pf growth 96h,10%,?,14%,2.9µM*,?,?

13) COc1cc(C)ccc1OCCOc1c(C)cccc1Cl
14) C/C(=C\C(=O)c1ccncc1)Nc1ccccc1O
15) CC(C)C(=O)Nc1nnn(C)n1
16) Fc1ccc(Nc2ncnc3sc4c(c23)CCC4)cc1F
17) CC(C(=O)OCC(=O)c1ccc([N+](=O)[O-])cc1)N1C(=O)C2C3CCC(C3)C2C1=O (stereo unspecified)
18) CC(=O)Nc1ccc(Oc2ccc3c(c2)C(=O)NC3=O)cc1

assay / compound,13,14,15,16,17,18
Giardia FBPA inh,-4%,-12%,6%,2%,5%,-10%
Cycloheximide cs,24*,14,-2,-5,4,-2
Pf growth 48h,13%,?,-23%,12%,53%[activator],23%
Sm TGR inh,5%,-21%,-21%,-7%,-8%,0%
Shiga toxin inh,57*,22,16,-5,-18,-7
Pf growth 96h,56%[activator],?,-23%,-20%,10µM*,-19%

Entries shown so far with an aryl methoxy group (two):
2) COc1cc(-c2ncc3ccccn23)cc(OC)c1OC
13) COc1cc(C)ccc1OCCOc1c(C)cccc1Cl

assay / compound,2,13
Giardia FBPA inh,?,-4%
Cycloheximide cs,-1,24*
Pf growth 48h,/,13%
Sm TGR inh,-2%,5%
Shiga toxin inh,-10,57*
Pf growth 96h,?,56%[activator]

Going on with the list.
19) Cc1ccc(CN(Cc2ccco2)C(=S)NCC(=O)NCc2cccnc2)cc1
20) CN(C)C(/C=C/Nc1ccc(O)cc1)=C(C#N)C#N
21) CCOC(=O)c1[nH]c(Cc2[nH]c(C(=O)OCC)c(C)c2CCC(=O)OC)c(CCC(=O)OC)c1C
22) Cc1cc(S(=O)(=O)Nc2nc(CN3CCOCC3)nc3sc4c(c23)CCC4)cc(C)c1C
23) CCOc1ccc(NC(=O)CN(C)C(=O)COc2cccc3c2OC(C)(C)C3)cc1OCC
24) CCN1CCN(Cc2ccc(NC(=O)c3ccc(C)c(NC(=O)c4ccnnc4)c3)cc2C(F)(F)F)CC1

assay / compound,19,20,21,22,23,24
Giardia FBPA inh,?,-22%,-13%,/,/,-1%
Cycloheximide cs,-3,-2,-1,/,/,4
Pf growth 48h,-11%,?,1.7µM*,-3%,13µM*,50%[activator]
Sm TGR inh,0%,-13%,7.9µM*,-19%,-22%,3%
Shiga toxin inh,13,-6,-9,/,/,-9
Pf growth 96h,-6%,9.3µM*,89%[activator],5%,?,?

25) O=C(CSc1nnc(Cc2ccccc2)o1)NCCc1ccccc1
26) COc1ccc(S(=O)(=O)N2CCN(CCOc3ccc(Br)cc3)CC2)cc1OC
27) O=C(Cc1cccs1)Nc1ccccc1C(=O)O
28) Cc1ccc([N+](=O)[O-])c(OCCN2CCC(Cc3ccccc3)CC2)c1
29) CCOC(=O)Cc1csc(NC(=O)CC)n1
30) CCOC(=O)CC(=O)CSc1nc2c(cc1C#N)CCCCC2

assay / compound,25,26,27,28,29,30
Giardia FBPA inh,2%,/,-18%,-25%,-5%,-10%
Cycloheximide cs,6,/,21*,-2,2,46*
Pf growth 48h,7%,8.3µM*,21%,0%,35%[activator],6%
Sm TGR inh,9%,-3%,14%,5%,14%,0%
Shiga toxin inh,-4,/,21,-4,19,84*
Pf growth 96h,26%,?,-1%,-9%,215%[activator],?

Ordered by length of the SMILES (lowest first): some entries from above
27) O=C(Cc1cccs1)Nc1ccccc1C(=O)O
30) CCOC(=O)CC(=O)CSc1nc2c(cc1C#N)CCCCC2
26) COc1ccc(S(=O)(=O)N2CCN(CCOc3ccc(Br)cc3)CC2)cc1OC

assay / compound,27,30,26
Giardia FBPA inh,-18%,-10%,/
Cycloheximide cs,21*,46*,/
Pf growth 48h,21%,6%,8.3µM*
Sm TGR inh,14%,0%,-3%
Shiga toxin inh,21,84*,/
Pf growth 96h,-1%,?,?

Other results.
31) Cn1c(=O)cc(OCC(=O)NCCCN2CCN(c3cccc(Cl)c3)CC2)c2ccccc21
32) CCCCN1CC(O)=C(c2nc3ccccc3s2)C1=N
33) O=C(COc1ccc2ccccc2c1)N1CCN(Cc2c[nH]c3ccccc23)CC1
34) Cc1ccccc1-n1nnnc1SCCCC(=O)c1ccc(F)cc1
35) Cc1csc(NC(=O)c2cccnc2)n1
36) CCOC(=O)CN(C(=O)COc1ccc2c(C)cc(=O)oc2c1)c1ccc(OCC)cc1

assay / compound,31,32,33,34,35,36
Giardia FBPA inh,1%,0%,-30%,7%,-5%,7%
Cycloheximide cs,-4,25*,17*,-2,9,-2
Pf growth 48h,?,11%,12µM*,-11%,88%[activator],?
Sm TGR inh,1%,4%,-4%,4%,-5%,/
Shiga toxin inh,-17,44,19,-7,20,-4
Pf growth 96h,12µM*,/,3.3µM*,?,276%[activator],72%[activator]

37) COc1ccc(NC(=O)c2oc3ccccc3c2NC(=O)COc2ccccc2OC)c(OC)c1
38) Cc1cc(C)cc(NC(=O)C(c2ccccc2)N2CCCC2)c1 (stereo unspecified)
39) Cn1c(N)c(C(=O)c2cc(-c3ccccc3)nc3ccccc23)c(=O)n(C)c1=O
40) COc1ccc(Br)cc1/C=N/n1c(-c2ccccc2)n[nH]c1=S
41) CC1(C(=O)N2CCC(CC3CC(c4cccc(Br)c4)=NO3)(C(=O)NCC3CCCCC3)CC2)CC1 (stereo unspecified)
42) COc1ccccc1CNC(=O)CCCN1C(=O)COc2ccc(C)cc21

assay / compound,37,38,39,40,41,42
Giardia FBPA inh,-1%,9%,6%,16%,4%,2%
Cycloheximide cs,-2,-2,0,3,-2,8
Pf growth 48h,1%,-19%,?,-23%,?,-19%
Sm TGR inh,?,9%,2%,5%,-23%,16%
Shiga toxin inh,-22,12,-3,11,-10,1
Pf growth 96h,2%,-7%,/,85%[activator],2.9µM*,9.3µM*

43) CC(C)CNS(=O)(=O)c1ccc(CCC(=O)Nc2ccc3c(c2)OCO3)cc1
44) C/C(N)=C(/C#N)C(=O)COC(=O)Cc1coc2ccc3ccccc3c12
45) N#Cc1c(F)cccc1NCc1cccnc1
46) Cc1ccc(S(=O)(=O)/C(C#N)=C/c2c(N3CCCCC3)nc3ccccn3c2=O)cc1
47) C(=N\NC1=Nc2cccc3cccc1c23)/c1ccccn1
48) COc1ccc(/C=N/N2CCN(c3ccncc3S(=O)(=O)N3CCCCC3)CC2)cc1

assay / compound,43,44,45,46,47,48
Giardia FBPA inh,0%,-1%,17%,-5%,?,9%
Cycloheximide cs,-1,-1,-2,-2,53*,-5
Pf growth 48h,-7%,-18%,/,4%,?,-1%
Sm TGR inh,3%,-4%,-2%,11%,8%,-32%
Shiga toxin inh,-6,-8,3,-6,97*,3
Pf growth 96h,4.1µM*,-17%,-14%,?,?,/

Structural class: those above with a nitro group on carbon.
17) CC(C(=O)OCC(=O)c1ccc([N+](=O)[O-])cc1)N1C(=O)C2C3CCC(C3)C2C1=O (stereo unspecified)
28) Cc1ccc([N+](=O)[O-])c(OCCN2CCC(Cc3ccccc3)CC2)c1

assay / compound,17,28
Giardia FBPA inh,5%,-25%
Cycloheximide cs,4,-2
Pf growth 48h,53%[activator],0%
Sm TGR inh,-8%,5%
Shiga toxin inh,-18,-4
Pf growth 96h,10µM*,-9%

Next part
49) O=C(NC1CCCC1)C(c1ccccc1)N(C(=O)c1ccco1)C1CCCC1 (stereo unspecified)
50) CCCCCCc1ccc(N2C[C@H](CCCCC)[C@@H](CC(=O)NCc3ccccc3)C2=O)cc1
51) Nc1nc(SCc2nc(-c3ccccc3)no2)[nH]c(=O)c1-c1ccccc1
52) CN(C)c1ccc(CN2CCCC(O)C2)cc1 (stereo unspecified)
53) CC(=O)OC(C)(C)C1Cc2cc3ccc(=O)oc3cc2O1 (stereo unspecified)
54) CCN(CC)CCN(C(=O)Cn1nnc(-c2ccc(C)o2)n1)C(C(=O)NC(C)(C)C)c1cccs1 (stereo unspecified)

assay / compound,49,50,51,52,53,54
Giardia FBPA inh,5%,-10%,4%,-9%,15%&-3%,2%
Cycloheximide cs,-1,1,0,-4,23,-4
Pf growth 48h,?,?,/,/,47%[activator],?
Sm TGR inh,-13%,1%,-2%,8%[11.4 µM],2%,-4%
Shiga toxin inh,0,-1,-9,-13,45*,-3
Pf growth 96h,-82%,?,-13%,9%,15%,?

55) Cc1cc(/C=N/NC(=O)c2cccs2)c(C)n1-c1ccccc1
56) COc1cc(NC(=O)c2ccco2)c(C(=O)OCC(=O)Nc2ncc(Cl)cc2Cl)cc1OC
57) CN(C)S(=O)(=O)N1CCC(Cc2ccccc2)CC1
58) COCc1cc(=O)[nH]c(SCCS(=O)(=O)c2ccc(C)cc2)n1
59) Cc1ccccc1C(=O)NCCNC(=O)c1cnccn1
60) CCC(Sc1nc2ccccc2c(=O)n1CCN1CCOCC1)C(=O)NCc1cccnc1 (stereo unspecified)
61) COc1cc(C(=O)N2CCN(c3ccccc3)CC2)c([N+](=O)[O-])cc1OC
62) O=C(CN1C(=O)NC2(CCCCCC2)C1=O)c1ccccc1
63) CCCc1cc(=O)oc2cc(O[C@@H]3O[C@H](CO)[C@@H](O)[C@H](O)[C@H]3O)ccc12

assay / compound,55,56,57,58,59,60,61,62,63
Giardia FBPA inh,-13%,-1%,0%,4%,2%,4%,0%,-4%,-2%
Cycloheximide cs,26*,-2,-1,1,-5,-1,-2,-2,-3
Pf growth 48h,/,7%,-4%,2.3µM*,25%,-5%,-4%,?,-1%
Sm TGR inh,-6%,-2%,-3%,-7%,-2%,2%,/,5%,9%
Shiga toxin inh,11*,19,-5,-7,-13,-11,-8,2,-15
Pf growth 96h,-70%,/,?,-2%,0%,/,?,?,2%
